# Source: PubChem BioAssay (several laboratories)
# M5 ag: CHRM5 agonism in calcium assay; P08912; CHO-K1 hM5 cells, Fluo-8 calcium fluorescence; 0% DMSO wells, 100% maximal acetylcholine response; activation, % at 3 µM; 360,000 compounds, 0.19% hits;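 active = activation above the run's mean over test compounds plus 3 SD, cut at about 23% in these data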;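 note: signal is peak over basal fluorescence ratio across the kinetic read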
# M4 antag: CHRM4 antagonism in calcium assay | CHO-hM4 cells, ACh EC80, Fluo-8 calcium fluorescence | inhibition, % at 3 µM | 360,000 compounds, 0.73% hits;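 active = inhibition above its plate's cutoff, the mean inhibition of sample wells plus 3 SD, cut at about 27% in these data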;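 note: 0% = acetylcholine EC80 with DMSO and 100% = DMSO without agonist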
# Target sequence (P08173 whole entry, looked up): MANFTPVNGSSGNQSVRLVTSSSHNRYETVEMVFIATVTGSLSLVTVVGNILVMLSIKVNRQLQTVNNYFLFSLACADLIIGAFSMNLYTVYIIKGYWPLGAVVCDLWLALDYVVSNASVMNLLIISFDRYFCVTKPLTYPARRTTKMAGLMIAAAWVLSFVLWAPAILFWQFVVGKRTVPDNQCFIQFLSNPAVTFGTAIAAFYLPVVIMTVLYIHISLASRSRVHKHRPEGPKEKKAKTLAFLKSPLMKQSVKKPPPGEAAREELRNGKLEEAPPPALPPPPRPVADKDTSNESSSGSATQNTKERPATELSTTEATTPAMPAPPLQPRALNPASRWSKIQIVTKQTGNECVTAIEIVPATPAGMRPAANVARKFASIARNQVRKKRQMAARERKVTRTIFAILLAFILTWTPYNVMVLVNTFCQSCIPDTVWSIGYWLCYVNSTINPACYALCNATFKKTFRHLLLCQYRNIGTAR
# M4 ag: agonists of human muscarinic M4 receptor (CHRM4); P08173; CHO-K1 hM4/Gqi5, Fluo-8 calcium fluorescence; vehicle 0%, full acetylcholine response 100%; activation, % at 3 µM; 360,000 compounds, 0.14% hits; AID 624127;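 active = activation above the run mean over all test wells plus 3 SD, cut at about 32% in these data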;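 note: peak over basal fluorescence ratio per well then scaled between controls; 0% = DMSO wells and 100% = acetylcholine at EC100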
# CRFR2-BP ag: agonists of human CRF-binding protein/CRF-R2 receptor complex; activation, % at 13.2 µM; 350,000 compounds, 0.46% hits; HEK293 CRF-R2/CRF-BP, calcium dye fluorescence (FLIPR); percent of saturating CRF peptide response;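 active = activation of at least 50%, plus an integration ratio under a set limit after plate pattern correction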;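 note: plate controls were neutral control wells without compound for no effect and CRF at EC100 for full effect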
# CHRM1 PAM: potentiates human M1 receptor response to acetylcholine; CHO-K1 hM1, Fluo-8 calcium fluorescence, ACh EC20; 0% = ACh EC20, 100% = maximal ACh; P11229; AID 588819; 360,000 compounds, 0.088% hits; activation, % at 3 µM; in the data active = activation above about 19%, passing the limit was not always enough
# Target sequence (P11229 whole entry, looked up): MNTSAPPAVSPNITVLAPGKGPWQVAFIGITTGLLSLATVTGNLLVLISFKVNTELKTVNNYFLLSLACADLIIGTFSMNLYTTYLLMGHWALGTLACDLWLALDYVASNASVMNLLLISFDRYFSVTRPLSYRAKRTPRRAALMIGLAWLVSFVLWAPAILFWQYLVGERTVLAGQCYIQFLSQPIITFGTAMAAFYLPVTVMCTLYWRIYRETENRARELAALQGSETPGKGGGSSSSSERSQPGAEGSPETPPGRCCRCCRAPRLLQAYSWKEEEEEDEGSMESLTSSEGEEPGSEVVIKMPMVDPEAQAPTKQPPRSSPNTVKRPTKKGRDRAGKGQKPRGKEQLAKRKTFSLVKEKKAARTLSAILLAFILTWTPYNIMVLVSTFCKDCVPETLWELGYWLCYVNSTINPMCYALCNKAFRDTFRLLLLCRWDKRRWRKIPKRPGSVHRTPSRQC
# M4 PAM: CHRM4 positive allosteric modulation. CHO-K1 hM4/Gqi5, Fluo-8 calcium fluorescence, ACh EC20; 0% = ACh EC20, 100% = maximal ACh. activation, % at 3 µM. 360,000 compounds, 0.4% hits. P08173. AID 624126;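 active = activation above its plate's cutoff, the mean activation of sample wells plus 3 SD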; note: some results filed as inactive read as strong as hits
# CHRM5 antagonist: blocks acetylcholine activation of human M5 receptor; CHO-hM5 cells, Fluo-8 calcium fluorescence, ACh EC80; inhibition, % at 3 µM; P08912; 360,000 compounds, 0.59% hits;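 active = inhibition above a per-plate cutoff, the mean of that plate's test compounds plus 3 SD, cut at about 27% in these data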;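 note: 0% = acetylcholine EC80 with DMSO and 100% = DMSO without agonist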
# CHRM1 antagonist: antagonists of human M1 muscarinic receptor. P11229. CHO-K1 hM1, Fluo-8 calcium fluorescence, ACh EC80 antagonist. inhibition, % at 3 µM. 360,000 compounds, 1.3% hits. AID 588852;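 active = percent inhibition above its own plate's cutoff, namely the mean of that plate's compound wells plus 3 SD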;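 note: peak over basal fluorescence ratio during 140 s after agonist addition; 0% = ACh EC80 plus DMSO and 100% = DMSO alone without agonist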
# CHRM5 PAM: positive allosteric modulators of human muscarinic M5 receptor | 360,000 compounds, 0.3% hits | P08912 | AID 624038 | activation, % at 3 µM | CHO-K1 hM5, Fluo-8 calcium, ACh EC20 PAM; 0% = ACh EC20, 100% = ACh EC100;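 active = activation above the run cutoff, the mean activation of all test compounds plus 3 SD, cut at about 18% in these data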
#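 system = human M5 receptor in CHO-K1 cells | compound = one concentration, 3 µM final (nominal) | schedule = Post-acetylcholine fluorescence recording 140 s | signal = Fluo-8 calcium dye fluorescence, kinetic read | benchmarks = low control EC20 acetylcholine (0%), high control EC100 acetylcholine (100%) | repeats = singlicate, one well per test compound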
# Active calls of the source: *; . = no result given.
# Start of the listing, in advance:
# Every second line gives: M5 ag	M4 antag	M4 ag	CRFR2-BP ag	CHRM1 PAM	M4 PAM	CHRM5 antagonist	CHRM1 antagonist	CHRM5 PAM
C[C@@]12C(=O)Nc3ccccc3C(=O)N1[C@H]1c3cc(Br)ccc3OC[C@@H]1[C@@H]2c1ccccc1
→ -2	-4	1	0.9	-12	-4	5	5	-4
CCOC(=O)c1c(N)sc2c1CCN(CCc1ccccc1)C2
→ -4	3	1	2.1	1	0	3	0	1

# The whole of this part (from the top)
# Every second line gives: M5 ag	M4 antag	M4 ag	CRFR2-BP ag	CHRM1 PAM	M4 PAM	CHRM5 antagonist	CHRM1 antagonist	CHRM5 PAM
C[C@@]12C(=O)Nc3ccccc3C(=O)N1[C@H]1c3cc(Br)ccc3OC[C@@H]1[C@@H]2c1ccccc1
→ -2	-4	1	0.9	-12	-4	5	5	-4
CCOC(=O)c1c(N)sc2c1CCN(CCc1ccccc1)C2
→ -4	3	1	2.1	1	0	3	0	1
Clc1ccc(CNCCC2=CCCCC2)cc1
→ -4	-1	1	-1.2	-2	-6	7	0	-1
COc1ccc(C2C(C(=O)c3sc(C)nc3C)=C(O)C(=O)N2CCN(C)C)cc1OC (stereo not given)
→ -2	-7	0	-0.8	-2	4	0	-7	8
COc1cccc(C(c2nnnn2C(C)(C)C)N2CCN(C/C=C/c3ccccc3)CC2)c1OC (stereo not given)
→ -6	10	1	.	-30	-10	18	42*	-21
O=C(OCc1cc(=O)n2ccsc2n1)c1ccc(O)cc1O
→ 0	-6	4	0.4	15	14	9	-9	4
Cc1cccc2sc(NC(=O)C3CSC4(C)CCC(=O)N34)nc12 (stereo not given)
→ -3	3	7	-0.4	3	-8	9	-4	-7
S=C(Nc1ccc2c(c1)OCCO2)Nc1ccccc1Cl
→ -2	6	0	0.5	-7	-5	-4	21	-4
C/C(=N\NC(=O)c1cccc(C)c1O)c1ccc(NC(=O)Cc2ccccc2)cc1
→ -5	-19	4	-8.1	2	1	-11	0	-9
CCOC(=O)/C=C(\C)N1N=C(c2ccccc2)CC1c1ccccc1 (stereo not given)
→ 5	0	0	0.1	7	-2	-6	-4	8
C=C(C)[C@@H]1CC=C(C(=O)O)CC1
→ 1	-7	1	0.9	5	-1	-6	-18	-3
O=C(COC(=O)[C@H](Cc1c[nH]c2ccccc12)NC(=O)c1ccc(Cl)cc1)Nc1ccc2c(c1)OCO2
→ 0	21	2	0.2	-4	-12	-2	-1	-1
CN1C(=O)CCC2(c3ccccc3)CC=C(O)C=C12 (stereo not given)
→ -3	9	0	1.0	1	7	9	-4	0
CCOC(=O)c1cc(-c2nnc(-c3ccc(Cl)cc3)o2)c(C)nc1C
→ 3	-7	0	2.5	4	-3	8	-6	-1
O=C(NCCc1ccccc1)c1ccc(NS(=O)(=O)c2ccc3[nH]c(=O)[nH]c3c2)cc1
→ 3	-9	2	-1.1	13	9	0	-15	2
CCN1CCN(CCC(=O)Nc2ccccc2C)CC1
→ 0	-4	1	-1.1	4	-2	-3	-6	-4
Cc1ccc(OCC(=O)N2CCN(S(=O)(=O)c3ccc(Cl)s3)CC2)cc1C
→ -1	-5	1	-0.8	9	13	0	-7	6
C[C@H]1CN([C@@H](C)CO)C(=O)CCCn2nncc2CO[C@H]1CN(C)S(=O)(=O)c1ccc(C#N)cc1
→ -1	-11	1	-1.8	2	8	-12	-7	1
COc1ccc(C2C(C(N)=O)=C(C)Nc3nc(-c4ccccc4Cl)nn32)c(OC)c1 (stereo not given)
→ 1	13	-1	-3.4	-7	-6	2	9	-2
COc1cc(OC)c(C2=NOC(C(=O)NCc3ccc4c(c3)OCO4)C2)cc1Cl (stereo not given)
→ 3	1	7	-1.6	3	6	5	-4	-1
CN1CCN(C(=O)c2cccn(Cc3c(Cl)cccc3Cl)c2=O)CC1
→ -3	1	0	0.0	7	1	2	-7	2
C=CCn1c(C)cc(/C([O-])=C(/C(=S)Nc2ccc(OC(F)F)cc2)[n+]2ccc(N(C)C)cc2)c1C
→ -11	-3	3	0.7	-11	-9	12	7	-6
COc1cccc(OC)c1C(=O)NC(=O)Nc1c(F)cc(F)cc1F
→ -1	2	1	0.4	15	4	8	-23	1
O=C(O)c1cc(-c2ccc(O)cc2)on1
→ 0	6	0	-0.5	7	0	-3	-2	3
Cc1ccc(S(=O)(=O)Nc2ccc3[nH]ccc3c2)cc1
→ 0	-2	2	-2.6	8	-2	0	-9	1
O=C(/C=C/c1ccc(F)cc1)NCc1ccco1
→ -1	5	5	-0.5	-6	-9	12	8	-9
CCN(CC)C(=O)c1sc(NC(=S)N2CCN(C(=O)C3CCCO3)CC2)c(C(=O)OC)c1C (stereo not given)
→ -2	-6	-1	0.4	10	1	-4	-11	-2
Clc1ccc2scc(CN3CCCC3)c2c1
→ -14	6	20	-0.2	-11	-32	5	16	-16
OC(CNCCCCNCC(O)C(F)(F)F)C(F)(F)F (stereo not given)
→ -1	3	0	-1.3	7	-3	1	-3	0
N=c1ncn(C2OC(CO)C(O)C2O)c2nc(Br)[nH]c12 (stereo not given)
→ 0	-1	0	-1.3	2	1	2	-6	-2
CCCC(C(=O)Nc1ccc(C)c(S(=O)(=O)N2CCOCC2)c1)c1ccccc1 (stereo not given)
→ -1	-8	0	1.9	3	-1	1	-6	0
O=C(CC12CC3CC(CC(C3)C1)C2)NC(=S)N1CCCCC1
→ 0	11	0	-1.3	-3	3	-6	7	11
CC(CNCc1ccc2c(c1)OCO2)NCc1ccc2c(c1)OCO2 (stereo not given)
→ -3	-19	3	7.4	-7	-3	-1	-4	-3
Cc1ccc(-c2nn3c(C)nnc3s2)cc1NC(=O)CSc1ccc(Cl)cc1
→ -2	-20	2	-3.6	2	4	-10	-6	0
COCCc1ncc(CN2CCC(C(=O)Nc3ccc(-n4cccn4)cc3)CC2)cn1
→ -3	5	0	-0.8	2	-7	4	-4	1
CCOC(=O)N1CCC(NC(=O)Cn2cc3c(n2)CCCCC3)CC1
→ 1	3	0	3.0	13	-1	0	-6	0
O=C(CCc1nc2ccccc2s1)N1CCN(S(=O)(=O)c2cccs2)CC1
→ -1	2	6	0.0	3	1	4	-5	-13
C/C(=N\NC(=O)c1nnn(-c2nonc2N)c1CN1CCC(C)CC1)c1cccc(Br)c1
→ -2	-11	-1	-0.6	14	-2	-6	-17	13
Cc1c(F)cccc1NS(=O)(=O)c1ccc(OCCNS(C)(=O)=O)cc1
→ 0	3	2	-0.1	13	-5	-2	1	7
CC1(C)C(C#N)=C(N)Oc2c1c(=O)oc1ccccc21
→ 1	-3	6	2.2	4	-12	13	-8	-8
O=C(c1ccc2c(=O)n(Cc3ccc4c(c3)OCO4)c(=S)[nH]c2c1)N1CCCCC1
→ -3	-6	0	-0.6	3	6	10	-4	-6
COc1ccc(NC(=O)C2CCN(S(=O)(=O)c3cccs3)CC2)cc1OC
→ 5	-9	12	-0.3	3	5	11	6	-6
COC(CNS(=O)(=O)c1ccc(S(=O)(=O)NC2CC2)cc1)OC
→ -1	-5	0	3.9	1	4	7	-11	3
Cc1cccnc1NC1OC(=O)c2ccccc21 (stereo not given)
→ -2	4	0	0.1	-8	0	3	4	5
O=C(CN1CCOC1=O)N1CCCC(N2CCN(c3cccc(C(F)(F)F)c3)CC2)C1 (stereo not given)
→ 3	-1	1	1.2	5	2	-12	-3	11
O=c1c2ccccc2nc2c3ccccc3c(NCCO)nn12
→ 1	2	2	-0.8	7	4	3	-13	-2
CCn1c(=S)[nH]c2sc3c(c2c1=O)CCCC3
→ 4	-9	0	-2.0	-2	1	3	-3	2
FC(F)(F)c1nnc(-c2ccccc2)nc1N1CCCC1
→ 0	-8	0	0.4	23	13	-5	-13	15
O=[N+]([O-])c1ccc(Cl)c(S(=O)(=O)/N=C(/Nc2cccnc2)c2ccccc2)c1
→ -3	-2	2	0.6	6	4	23	-9	-6
CSc1ccc(C(=O)C2CCCN(C(=O)c3ccc4c(c3)OCO4)C2)cc1 (stereo not given)
→ 3	1	8	-0.4	-3	-4	4	0	-1
CC(=O)NC(Cc1cccc(C)c1)C(=O)NC1CCN(c2ncccc2[N+](=O)[O-])CC1 (stereo not given)
→ 1	-10	0	-1.9	11	1	15	-2	-10
O=C(CC1NC(=O)NC1=O)Nc1ccccc1 (stereo not given)
→ 1	2	0	-0.3	15	-5	-2	-14	1
O=S1(=O)N[C@@H](Cc2ccccc2)COc2cc(N3CCC[C@H]3CO)ccc21
→ 7	-10	7	.	.	5	3	.	-5
CN1C(=O)CC(N2CCN(c3ccc(Cl)cc3)CC2)C1=O (stereo not given)
→ -1	5	1	-0.8	11	-2	2	-3	0
COC(=O)[C@@]12C[C@@H](CC(=O)N3CCN(C(=O)C4CC4)CC3)C(=O)N(Cc3cccc4ccccc34)C1=CCC(C)(C)C2
→ 8	-6	19	.	.	-4	-1	.	-1
O=c1cc(O)c2c(=O)n(-c3ccccc3)c3c(c2o1)CCCCCC3
→ 1	8	0	-1.6	-5	-8	6	6	-4
Cc1ccc(CN2C(=O)c3ccccc3C2c2nnnn2-c2c(C)cccc2C)cc1 (stereo not given)
→ -5	4	-1	.	.	-8	1	.	-3
Cc1cccc(NC(=O)c2ccccc2O)c1C
→ 4	13	6	21	0	-11	4	-16	-5
N#Cc1ccc(C(=O)Nc2cc(C3CC3)nn2-c2ccccc2)cc1
→ -7	5	1	-3.4	5	1	15	-6	-6

# 10 successive entries from above:
# Every second line gives: M5 ag	M4 antag	M4 ag	CRFR2-BP ag	CHRM1 PAM	M4 PAM	CHRM5 antagonist	CHRM1 antagonist	CHRM5 PAM
C=C(C)[C@@H]1CC=C(C(=O)O)CC1
→ 1	-7	1	0.9	5	-1	-6	-18	-3
O=C(COC(=O)[C@H](Cc1c[nH]c2ccccc12)NC(=O)c1ccc(Cl)cc1)Nc1ccc2c(c1)OCO2
→ 0	21	2	0.2	-4	-12	-2	-1	-1
CN1C(=O)CCC2(c3ccccc3)CC=C(O)C=C12 (stereo not given)
→ -3	9	0	1.0	1	7	9	-4	0
CCOC(=O)c1cc(-c2nnc(-c3ccc(Cl)cc3)o2)c(C)nc1C
→ 3	-7	0	2.5	4	-3	8	-6	-1
O=C(NCCc1ccccc1)c1ccc(NS(=O)(=O)c2ccc3[nH]c(=O)[nH]c3c2)cc1
→ 3	-9	2	-1.1	13	9	0	-15	2
CCN1CCN(CCC(=O)Nc2ccccc2C)CC1
→ 0	-4	1	-1.1	4	-2	-3	-6	-4
Cc1ccc(OCC(=O)N2CCN(S(=O)(=O)c3ccc(Cl)s3)CC2)cc1C
→ -1	-5	1	-0.8	9	13	0	-7	6
C[C@H]1CN([C@@H](C)CO)C(=O)CCCn2nncc2CO[C@H]1CN(C)S(=O)(=O)c1ccc(C#N)cc1
→ -1	-11	1	-1.8	2	8	-12	-7	1
COc1ccc(C2C(C(N)=O)=C(C)Nc3nc(-c4ccccc4Cl)nn32)c(OC)c1 (stereo not given)
→ 1	13	-1	-3.4	-7	-6	2	9	-2
COc1cc(OC)c(C2=NOC(C(=O)NCc3ccc4c(c3)OCO4)C2)cc1Cl (stereo not given)
→ 3	1	7	-1.6	3	6	5	-4	-1
